Screens deposited in PubChem by several laboratories.
STAT3 inh – STAT3 signaling inhibition; U3A cells, IL-6 STAT3-luciferase reporter, luminescence; host cell line lacks STAT1; inhibition, % at 5.5 µM; hit rate 0.89% among 190,000;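 active means inhibition above the mean inhibition across all screened compounds plus 3 SD, cut at about 44% in these data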;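 further: 0% = DMSO only wells and 100% = 100 µM nifuroxazide control wells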
APP 5UTR inh – APP translation inhibition | inhibition, % at 2 µM | hit rate 0.82% among 190,000 | SH-SY5Y APP 5'UTR-luciferase reporter, luminescence;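 active means inhibition above a set limit, derived from the sample mean plus 3 SD, cut at about 45% in these data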; further: values of inactives mirror those of a sister screen read the other way
TLR4-MyD88 BLA – inhibitors of human TLR4-MyD88 binding; O00206+Q99836; inhibition, % at 8.4 µM; AID 861; hit rate 0.18% among 200,000; HeLa CL3-4 TLR4/MyD88 BLA complementation, FRET ratio; in the data active means inhibition above about 25%;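 further: 0% = vehicle and 100% = reference inhibitor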
Target sequence (O00206 whole entry, looked up): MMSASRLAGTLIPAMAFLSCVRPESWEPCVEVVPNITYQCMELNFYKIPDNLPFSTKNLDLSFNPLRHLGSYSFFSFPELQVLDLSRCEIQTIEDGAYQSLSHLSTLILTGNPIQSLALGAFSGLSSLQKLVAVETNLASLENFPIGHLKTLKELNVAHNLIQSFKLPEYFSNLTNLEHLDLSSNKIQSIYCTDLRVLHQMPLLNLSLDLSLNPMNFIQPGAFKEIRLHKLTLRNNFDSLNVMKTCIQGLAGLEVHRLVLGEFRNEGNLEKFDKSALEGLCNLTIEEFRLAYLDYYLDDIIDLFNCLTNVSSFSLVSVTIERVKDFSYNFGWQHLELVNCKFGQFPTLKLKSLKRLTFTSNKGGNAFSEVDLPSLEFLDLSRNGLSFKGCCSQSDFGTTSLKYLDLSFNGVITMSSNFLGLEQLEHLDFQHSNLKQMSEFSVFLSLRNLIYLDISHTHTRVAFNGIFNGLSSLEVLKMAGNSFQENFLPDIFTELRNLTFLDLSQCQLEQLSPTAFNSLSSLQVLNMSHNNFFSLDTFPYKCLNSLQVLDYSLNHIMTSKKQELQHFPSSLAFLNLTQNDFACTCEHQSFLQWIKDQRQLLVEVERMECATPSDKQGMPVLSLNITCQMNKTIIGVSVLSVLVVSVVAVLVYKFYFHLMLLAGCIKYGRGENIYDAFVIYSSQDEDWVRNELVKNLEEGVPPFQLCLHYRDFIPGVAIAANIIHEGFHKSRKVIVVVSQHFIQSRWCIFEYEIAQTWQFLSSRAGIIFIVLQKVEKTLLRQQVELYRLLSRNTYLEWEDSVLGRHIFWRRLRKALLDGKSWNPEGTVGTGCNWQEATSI
Target sequence (Q99836 whole entry, looked up): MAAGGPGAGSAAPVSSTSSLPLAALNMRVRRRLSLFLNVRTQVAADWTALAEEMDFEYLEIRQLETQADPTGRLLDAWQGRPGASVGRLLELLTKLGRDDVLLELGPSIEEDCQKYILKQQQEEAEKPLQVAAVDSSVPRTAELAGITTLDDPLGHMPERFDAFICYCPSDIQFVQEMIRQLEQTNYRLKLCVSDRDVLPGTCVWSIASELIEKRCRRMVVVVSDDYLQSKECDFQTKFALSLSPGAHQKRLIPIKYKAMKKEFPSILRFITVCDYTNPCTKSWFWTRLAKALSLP
Hsp70 act – transcriptional activators of Hsp70. HeLa Hsp70 promoter luciferase reporter, luminescence; scaled: vehicle 0, proteasome-inhibitor control 100%. activation, % at 10 µM. hit rate 0.04% among 200,000;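 active means activation above the mean across all tested compounds plus 3 SD, cutoff set per campaign, cut at about 5.5% in these data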;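 further: 100% = MG132 at 30 µM as the positive control and 0% = DMSO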
Diaph act CS – diaphorase activation or chemical reduction counter-screen; Diaphorase/resazurin coupled assay, resorufin fluorescence, 16 min; active compounds read high; 1 = vehicle wells, 0 = NADH-free wells; hit rate 0.005% among 190,000; activation factor at 20 µM;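 active means diaphorase activity raised at least twofold by the compound at 20 µM; inactive means activation factor below 2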
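Test system: Clostridium kluyveri diaphorase, purified enzyme. Buffer or medium: 50 mM HEPES pH 7.4 buffer plus MgCl2 and Tween 20. Also added: 0.114 mM NADH and 0.1 mM resazurin, final amounts. Dosing: compound 20 µM once, DMSO 1%. Schedule: 16 min enzyme reaction, ambient temperature. Detection: fluorescence of resorufin, 544 nm excitation, 590 nm emission.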
STAT3 activator – STAT3 signaling activation | U3A cells, IL-6 STAT3-luciferase reporter, luminescence; 100% = signal with IL-6 EC80 alone | activation (% of control), % at 5.6 µM | hit rate 0.91% among 190,000 | AID 871;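 active means activation above the screen-wide mean of compound activation plus 3 SD, cut at about 130% in these data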;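 further: 0% = background luminescence of wells with medium and substrate only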
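Test system: STAT3-luciferase reporter U3A cells; Detection: reporter luminescence signal; Times: 1 h compound pre-exposure, 6 h IL-6 stimulation, 37 °C; Benchmarks: IL-6-only high control; Also added: IL-6 stimulus at 33 ng/mL final.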
Diaph inh CS – diaphorase inhibition or chemical oxidation counter-screen. diaphorase resazurin-to-resorufin fluorescence, NADH, 16 min; bacterial (C. kluyveri) enzyme, not human. inhibition, % at 20 µM. hit rate 0.69% among 190,000. AID 1217;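 active means primary screen inhibition at 20 µM above a set limit, cut at about 50% in these data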;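 further: plate controls were DMSO with full reaction for no effect and wells lacking NADH for full effect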
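Test system: diaphorase enzyme from Clostridium kluyveri; amount: diaphorase at 0.14 U/mL in enzyme working solution; detection: fluorescence of resorufin formed from resazurin, Ex 544/Em 590 nm; times: reaction incubation of 16 min at room temperature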
STAT1 act – STAT1 signaling activation. AID 932. NIH 3T3 STAT1-luciferase reporter, IFN-gamma, luminescence; 100% = IFN-gamma alone, no compound. hit rate 2.6% among 200,000. activation (% of control), % at 5.5 µM;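 active means activation above the screen-wide mean activation plus 3 SD, cut at about 130% in these data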;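 further: raw ratio to IFN-gamma control signal so 100% means no change and 0% no light; values of inactives mirror those of a sister screen read the other way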
STAT1 blocker – reduces IFN-gamma driven STAT1 reporter signal | NIH 3T3 STAT1-luciferase reporter, luminescence | inhibition, % at 5.5 µM | hit rate 0.35% among 200,000 | AID 920;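 active means inhibition above a set limit, the mean inhibition across all tested compounds plus 3 SD, cut at about 34% in these data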;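 further: 0% = IFN-gamma with DMSO and 100% = IFN-gamma with 300 µM nifuroxazide; values of inactives mirror those of a sister screen read the other way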
G6PDH CS – inhibits Leuconostoc G6PDH, flagging false hits in G6PDH-based assays. Purified L. mesenteroides G6PDH, diaphorase/resazurin coupled fluorescence, 45 min. inhibition, % at 5 µM. hit rate 0.12% among 200,000; in the data active means inhibition above about 50%
* hit, by the source's call. No enrichment for hits (roughly 6.1% active in at least one column).

For Cc1cc(C)c(OCC(=O)N/N=C/c2ccc3c(c2)OCO3)c(C)c1 the results were STAT3 inh 4, APP 5UTR inh 7, TLR4-MyD88 BLA -2, Hsp70 act -0.3, Diaph act CS 0.9, STAT3 activator 96, Diaph inh CS 5, STAT1 act 90, STAT1 blocker 11 and G6PDH CS -12.
COc1cc(/C=C2\SC(=S)N(CC(=O)Nc3ccc(O)cc3)C2=O)cc(OC)c1OC was read as STAT3 inh 8, APP 5UTR inh 19, TLR4-MyD88 BLA 13, Hsp70 act -0.2, Diaph act CS 0.9, STAT3 activator 97, Diaph inh CS 8, STAT1 act 104, STAT1 blocker -4 and G6PDH CS -4.
For Cc1ccc(NC(=O)CN2C(=O)C3C4C=CC(C4)C3C2=O)cc1S(=O)(=O)N(C)C (centres undefined) the results were STAT3 inh 2, APP 5UTR inh 55*, TLR4-MyD88 BLA 5, Hsp70 act -0.2, Diaph act CS 0.8, STAT3 activator 97, Diaph inh CS 17, STAT1 act 100, STAT1 blocker 0 and G6PDH CS 5.
Screening C=CCCC(=O)Nc1nc(C)c(-c2csc(Nc3cccc(OC)c3)n2)s1 returned STAT3 inh 11, APP 5UTR inh 5, TLR4-MyD88 BLA -9, Hsp70 act -0.3, Diaph act CS 0.8, STAT3 activator 94, Diaph inh CS 24, STAT1 act 103, STAT1 blocker -4 and G6PDH CS 4.
`COc1ccc(C(=O)c2ccccc2Cl)cc1OC` gave STAT3 inh 8, APP 5UTR inh 8, TLR4-MyD88 BLA 12, Hsp70 act 0.7, Diaph act CS 0.8, STAT3 activator 103, Diaph inh CS 18, STAT1 act 95, STAT1 blocker 4 and G6PDH CS 17.
`CC/C(=N/OC(=O)c1cccc(C)c1)C(=O)c1cccs1` gave STAT3 inh 11, APP 5UTR inh -1, TLR4-MyD88 BLA -6, Hsp70 act 0.2, Diaph act CS 0.9, STAT3 activator 96, Diaph inh CS 11, STAT1 act 114, STAT1 blocker -16 and G6PDH CS 0.
CCNCc1cc([N+](=O)[O-])ccc1OCC was read as STAT3 inh 8, APP 5UTR inh -2, TLR4-MyD88 BLA 10, Hsp70 act 0.3, Diaph act CS 0.9, STAT3 activator 99, Diaph inh CS 7, STAT1 act 107, STAT1 blocker -10 and G6PDH CS -6.
Screening Cc1snc(SCC(=O)c2ccc([N+](=O)[O-])cc2)c1C#N returned STAT3 inh 13, APP 5UTR inh -31, TLR4-MyD88 BLA 1, Hsp70 act -0.2, Diaph act CS 0.8, STAT3 activator 99, Diaph inh CS 19, STAT1 act 114, STAT1 blocker -16 and G6PDH CS -8.
Screening COc1ccc(OCCOCCN2CCOCC2)cc1 returned STAT3 inh 15, APP 5UTR inh -1, TLR4-MyD88 BLA -1, Hsp70 act -0.6, Diaph act CS 0.9, STAT3 activator 92, Diaph inh CS 9, STAT1 act 101, STAT1 blocker -1 and G6PDH CS 1.
For Cc1[nH]c2ccc(C(=O)N3CCCCC3)cc2c1C the results were STAT3 inh -8, APP 5UTR inh -140, TLR4-MyD88 BLA -6, Hsp70 act 1.7, Diaph act CS 0.9, STAT3 activator 109, Diaph inh CS 6, STAT1 act 145*, STAT1 blocker -51 and G6PDH CS 9.
For O=C(Nc1cc(C(F)(F)F)ccc1F)C1CCC1 the results were STAT3 inh 4, APP 5UTR inh 0, TLR4-MyD88 BLA 6, Hsp70 act -0.4, Diaph act CS 1, STAT3 activator 97, Diaph inh CS 0, STAT1 act 101, STAT1 blocker -4 and G6PDH CS 0.
Screening Cc1ccc(N(CCC(=O)O)S(=O)(=O)c2ccc(C)cc2)cc1 returned STAT3 inh 4, APP 5UTR inh -4, TLR4-MyD88 BLA -9, Hsp70 act 0.0, Diaph act CS 0.9, STAT3 activator 100, Diaph inh CS 10, STAT1 act 102, STAT1 blocker -2 and G6PDH CS -1.
COc1ccccc1NC(=S)Nc1cccc2cnccc12 was read as STAT3 inh 0, APP 5UTR inh -13, TLR4-MyD88 BLA -5, Hsp70 act -0.5, Diaph act CS 0.4, STAT3 activator 100, Diaph inh CS 65*, STAT1 act 99, STAT1 blocker 2 and G6PDH CS -6.
CCn1c(SC(C)C)nnc1-c1cc(-c2ccccc2)sc1N was read as STAT3 inh 27, APP 5UTR inh -55, TLR4-MyD88 BLA 4, Hsp70 act -0.1, Diaph act CS 0.8, STAT3 activator 80, Diaph inh CS 20, STAT1 act 98, STAT1 blocker 2 and G6PDH CS 4.
For CCN(C(=O)CSc1nnc(Cn2nnc3ccccc32)o1)c1nc(C)cs1 the results were STAT3 inh 4, APP 5UTR inh 10, TLR4-MyD88 BLA 2, Hsp70 act -0.1, Diaph act CS 1, STAT3 activator 98, Diaph inh CS 3, STAT1 act 102, STAT1 blocker -1 and G6PDH CS 0.
Screening COC(=O)CSc1nnc(-c2ccc(S(=O)(=O)N3CCCC3)cc2)n1C returned STAT3 inh 3, APP 5UTR inh 4, TLR4-MyD88 BLA 6, Hsp70 act 0.4, Diaph act CS 1, STAT3 activator 101, Diaph inh CS -2, STAT1 act 93, STAT1 blocker 7 and G6PDH CS 3.
For CC(=O)Nc1ccc(OC(=O)COc2ccc(Br)cc2)cc1 the results were STAT3 inh 6, APP 5UTR inh 11, TLR4-MyD88 BLA 3, Hsp70 act -0.2, Diaph act CS 0.9, STAT3 activator 99, Diaph inh CS 8, STAT1 act 98, STAT1 blocker 3 and G6PDH CS 0.
`CC(=O)Nc1ccc(S(=O)(=O)NC(CC(=O)N(C)Cc2ccccc2)C(C)C)cc1` (centres undefined) gave STAT3 inh 4, APP 5UTR inh -2, TLR4-MyD88 BLA -1, Hsp70 act 0.1, Diaph act CS 0.9, STAT3 activator 100, Diaph inh CS 9, STAT1 act 89, STAT1 blocker 12 and G6PDH CS -6.
`Cc1ccccc1NC(=O)CC1(c2ccc(N(C)C)cc2)C(=O)c2ccccc2C1=O` gave STAT3 inh -1, APP 5UTR inh 12, TLR4-MyD88 BLA 9, Hsp70 act -0.2, Diaph act CS 0.9, STAT3 activator 102, Diaph inh CS 11, STAT1 act 95, STAT1 blocker 5 and G6PDH CS 8.
Screening c1ccc2cc3[nH]c(CN4CCCCC4)nc3cc2c1 returned APP 5UTR inh -42, Diaph act CS 0.9, Diaph inh CS 9 and G6PDH CS -2.
`Cc1ccc(C(=O)N/C(=C\c2cccs2)C(=O)NCCc2ccccn2)cc1C` gave STAT3 inh -2, APP 5UTR inh -6, TLR4-MyD88 BLA -1, Hsp70 act -0.4, Diaph act CS 0.7, STAT3 activator 104, Diaph inh CS 26, STAT1 act 103, STAT1 blocker -5 and G6PDH CS 6.
Screening CCOc1ccccc1NC(=O)C(OC(=O)c1ccccc1O)c1ccccc1 (centres undefined) returned STAT3 inh 3, APP 5UTR inh -11, TLR4-MyD88 BLA -14, Hsp70 act -0.5, Diaph act CS 0.8, STAT3 activator 98, Diaph inh CS 16, STAT1 act 103, STAT1 blocker -4 and G6PDH CS -2.
Screening Cc1noc(NS(=O)(=O)c2ccc(N/C=C\C(=O)c3cccs3)cc2)c1C returned STAT3 inh 7, APP 5UTR inh -3, TLR4-MyD88 BLA -8, Hsp70 act -0.3, Diaph act CS 1, STAT3 activator 95, Diaph inh CS 5, STAT1 act 108, STAT1 blocker -11 and G6PDH CS 5.
For O=c1[nH]c(=O)n(C2CCCO2)cc1Br (centres undefined) the results were STAT3 inh 9, APP 5UTR inh -3, TLR4-MyD88 BLA 17, Hsp70 act -0.2, Diaph act CS 1, STAT3 activator 95, Diaph inh CS -1, STAT1 act 99, STAT1 blocker 0 and G6PDH CS -4.
`Cc1ccc(OCC(=O)Nc2ccc(N3CCCC3)cc2)cc1C` gave STAT3 inh -1, APP 5UTR inh 9, TLR4-MyD88 BLA -17, Hsp70 act -0.3, Diaph act CS 1.6, STAT3 activator 106, Diaph inh CS -59, STAT1 act 101, STAT1 blocker -1 and G6PDH CS -2.
`CC(C(=O)N1CCCc2ccccc21)N1CCN(c2ccccn2)CC1` (centres undefined) gave STAT3 inh -6, APP 5UTR inh 3, TLR4-MyD88 BLA 8, Hsp70 act -0.2, Diaph act CS 0.8, STAT3 activator 105, Diaph inh CS 18, STAT1 act 96, STAT1 blocker 5 and G6PDH CS 0.
Screening COc1ccc(CCNC(=O)COC(=O)C23CC4CC(CC(C4)C2)C3)cc1 returned STAT3 inh 5, APP 5UTR inh 8, TLR4-MyD88 BLA 4, Hsp70 act -0.1, Diaph act CS 0.9, STAT3 activator 99, Diaph inh CS 11, STAT1 act 100, STAT1 blocker 0 and G6PDH CS -7.
`CN(C)/C=C(\C#N)C(=O)Nc1ccc(F)cc1` gave STAT3 inh 8, APP 5UTR inh -28, TLR4-MyD88 BLA -1, Hsp70 act -0.3, Diaph act CS 0.9, STAT3 activator 94, Diaph inh CS 6, STAT1 act 115, STAT1 blocker -16 and G6PDH CS 17.
`COc1ccc(N2C(=O)C3CCCN3C2c2ccc(F)cc2)cc1Cl` (centres undefined) gave STAT3 inh -4, APP 5UTR inh 5, TLR4-MyD88 BLA 1, Hsp70 act 0.0, Diaph act CS 0.9, STAT3 activator 105, Diaph inh CS 6, STAT1 act 94, STAT1 blocker 7 and G6PDH CS 2.
COc1ccc(-n2c(C)cc(C(=O)CN3C(=O)C(=O)N(Cc4ccccc4)C3=O)c2C)cc1 was read as STAT3 inh 2, APP 5UTR inh 7, TLR4-MyD88 BLA 7, Hsp70 act -0.4, Diaph act CS 1, STAT3 activator 103, Diaph inh CS 0, STAT1 act 91, STAT1 blocker 10 and G6PDH CS 1.

Three neighbouring records out of the list so far:
Screening Cc1noc(NS(=O)(=O)c2ccc(N/C=C\C(=O)c3cccs3)cc2)c1C returned STAT3 inh 7, APP 5UTR inh -3, TLR4-MyD88 BLA -8, Hsp70 act -0.3, Diaph act CS 1, STAT3 activator 95, Diaph inh CS 5, STAT1 act 108, STAT1 blocker -11 and G6PDH CS 5.
For O=c1[nH]c(=O)n(C2CCCO2)cc1Br (centres undefined) the results were STAT3 inh 9, APP 5UTR inh -3, TLR4-MyD88 BLA 17, Hsp70 act -0.2, Diaph act CS 1, STAT3 activator 95, Diaph inh CS -1, STAT1 act 99, STAT1 blocker 0 and G6PDH CS -4.
`Cc1ccc(OCC(=O)Nc2ccc(N3CCCC3)cc2)cc1C` gave STAT3 inh -1, APP 5UTR inh 9, TLR4-MyD88 BLA -17, Hsp70 act -0.3, Diaph act CS 1.6, STAT3 activator 106, Diaph inh CS -59, STAT1 act 101, STAT1 blocker -1 and G6PDH CS -2.
